MPTP block: mitochondrial permeability transition pore inhibitors, primary screen, biochemical, isolated mouse mitochondria, absorbance; Ca2+ swelling absorbance, 30 min; inhibition, % at 10 µM; hit rate 1.4% among 360,000; AID 602449, 2012;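 active means inhibition of 50% or more, scaled per plate between neutral and stimulator controls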;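 further: 0% = DMSO wells given calcium and 100% = 1 mM EGTA wells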
mIAP inh: inhibitors of mouse IAP, primary screen, biochemical, luminescence, uHTS; intestinal alkaline phosphatase [Mus musculus]; AID 2806, 2010; inhibition, % at 10 µM; purified mouse IAP, CDP-Star luminescence, 30 min; hit rate 0.2% among 330,000;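 active means inhibition of at least 40% at 10 µM in the primary screen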;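 further: plate controls were DMSO with enzyme for no effect and no enzyme wells for full effect; values of inactives mirror those of a sister screen read the other way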
APOBEC3A inh: APOBEC3A ssDNA deaminase inhibitors, primary screen, selectivity assay for APOBEC3G inhibitor project, biochemical, FAM/TAMRA oligo cleavage fluorescence; inhibition, % at 20 µM; hit rate 0.41% among 330,000; DNA dC->dU-editing enzyme APOBEC-3A (Homo sapiens), P31941; AID 493011, 2011; recombinant A3A, FAM/TAMRA ssDNA deamination fluorescence;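 active means at least 40% inhibition at 20 µM here, with at most 30% in a related deaminase screen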;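 further: plate controls were A3A with DMSO for no effect and wells lacking A3A enzyme for full effect; some results filed as inactive read as strong as hits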
Target sequence (P31941 whole entry, looked up): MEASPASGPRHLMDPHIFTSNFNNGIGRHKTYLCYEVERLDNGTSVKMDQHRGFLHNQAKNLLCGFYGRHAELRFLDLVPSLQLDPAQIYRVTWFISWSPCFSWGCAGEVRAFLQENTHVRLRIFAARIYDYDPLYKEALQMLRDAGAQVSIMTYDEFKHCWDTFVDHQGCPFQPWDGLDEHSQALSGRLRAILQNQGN
A3G deaminase: APOBEC3G DNA deaminase inhibitors, primary screen, biochemical, fluorescence, single-stranded DNA substrate, uHTS; AID 493012, 2011; recombinant A3G, ssDNA deamination FAM/TAMRA fluorescence; inhibition, % at 20 µM; DNA dC->dU-editing enzyme APOBEC-3G (Homo sapiens), Q9HC16; hit rate 0.28% among 330,000;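 active means inhibition of at least 40% at 20 µM, with no more than 30% in the related APOBEC3A deaminase screen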;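 further: plate controls were DMSO wells with A3G for no effect and wells lacking A3G enzyme for full effect; some compounds called inactive have numbers as strong as hits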
Target sequence (Q9HC16 whole entry, looked up): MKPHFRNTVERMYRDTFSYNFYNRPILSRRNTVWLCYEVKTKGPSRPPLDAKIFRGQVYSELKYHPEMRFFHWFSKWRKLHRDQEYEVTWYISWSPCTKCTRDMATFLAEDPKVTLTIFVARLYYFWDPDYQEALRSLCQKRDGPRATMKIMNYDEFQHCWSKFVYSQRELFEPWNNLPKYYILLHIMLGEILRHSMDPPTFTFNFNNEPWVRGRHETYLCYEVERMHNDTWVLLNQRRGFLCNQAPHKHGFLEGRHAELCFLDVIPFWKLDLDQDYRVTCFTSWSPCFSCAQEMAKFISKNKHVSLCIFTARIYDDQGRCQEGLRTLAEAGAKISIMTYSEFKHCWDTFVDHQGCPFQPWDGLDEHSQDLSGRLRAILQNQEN
mIAP act: activators of mouse IAP, primary screen, biochemical, luminescence, uHTS | muIAP, CDP-Star luminescence, 30 min; stronger effect = higher value; 1 = vehicle-only enzyme signal, 0 = enzyme-free wells | intestinal alkaline phosphatase [Mus musculus] | AID 2805, 2010 | hit rate 0.24% among 330,000 | activation factor at 10 µM;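 active means activation factor of at least 2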; further: the source names both 10 and 20 µM as test concentration; values of inactives mirror those of a sister screen read the other way
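Assay system: mouse IAP enzyme; Reagent: CDP-Star chemiluminescent phosphatase substrate; Compound: DMSO-dissolved test compounds; Incubation: 30 min, room temperature; Technique: luminescence from enzymatic CDP-Star hydrolysis; Controls: DMSO-only wells and no-enzyme negative control.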
NR3A LBD binder: binders of NR3A ligand-binding domain, primary screen, biophysical, differential scanning fluorimetry, uHTS | NR3A LBD differential scanning fluorimetry, Tm shift; 0% = protein alone, 100% = glycine-bound protein | Tm shift relative to glycine control, % at 25 µM | hit rate 2.5% among 340,000;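 active means melting temperature shift of at least 10% of the positive control shift, at one fixed dose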
hIAP activ: human IAP activators, primary screen, biochemical, luminescence, uHTS; hit rate 0.16% among 330,000; activation factor at 10 µM; Intestinal-type alkaline phosphatase (Homo sapiens), P09923; AID 2524, 2010; purified human IAP, CDP-Star luminescence, 30 min; stronger effect = higher value; 1 = vehicle-only enzyme, 0 = enzyme-free background;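 active means activation factor of the enzyme at least 2-fold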; further: the source names both 10 and 20 µM as test concentration; values of inactives mirror those of a sister screen read the other way
MIN6 prolif: inducers of MIN6 beta-cell proliferation, primary screen, ATP luminescence, uHTS; proliferation, % at 10 µM; MIN6 cells proliferation, ATPlite luminescence, 48 h; cells starved in 0.2% serum; 100% = growth in 10% serum; hit rate 0.29% among 330,000; AID 2380, 2010;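 active means compounds whose signal lies at least 3.5 SD above the mean of all wells on their plate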;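 further: 0% = DMSO-treated cells in low-serum medium and 100% = 10% serum control; some compounds called inactive have numbers as strong as hits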
hIAP block: human IAP inhibitors, primary screen, biochemical, luminescence, uHTS; purified IAP, CDP-Star luminescence, 30 min; inhibition, % at 10 µM; hit rate 0.12% among 330,000;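 active means inhibition reaching a set limit with compound at 10 µM in the primary screen, cut at about 35% in these data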;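 further: plate controls were DMSO wells with enzyme for no effect and no-enzyme buffer wells for full effect; values of inactives mirror those of a sister screen read the other way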
Starred values were filed as active, the others as inactive; nt = no result given.

SMILES	MPTP block	mIAP inh	APOBEC3A inh	A3G deaminase	mIAP act	NR3A LBD binder	hIAP activ	MIN6 prolif	hIAP block
CCCCNC(=O)c1ccc(CNS(=O)(=O)c2ccc(Br)cc2)cc1	2.2	-4	2	0	1	0	1	2	-2
O=C(Cc1ccc(F)cc1)Nc1nccs1	-1.9	-2	0	-10	1	3	0.96	-1	4
O=C(c1cc2c(ccc3ccccc32)oc1=O)N1CCN(CCO)CC1	0.7	3	-4	-6	0.97	-2	0.81	-3	19
C1CCN(c2c3c(nc4nnnn24)CCCC3)CC1	-1.5	6	-6	-5	0.94	1	0.94	3	6
Cc1ccccc1N=C1NN=C(c2ccccc2F)CS1	0.4	8	-4	-6	0.92	-8	1	-6	-3
CCCCOC(=O)CNc1nnc(SCC(=O)OCC)[nH]c1=O	77*	11	-1	2	0.89	-3	1.2	-2	-17
O=C(NS(=O)(=O)Nc1ccc(Cl)cc1)c1c[nH]c2ccccc12	-0.7	5	-3	-3	0.95	-3	1	-1	-5
CCN1CCN(S(=O)(=O)c2ccc(Cl)c(C(=O)NCc3nc4ccccc4[nH]3)c2)CC1	1.5	10	3	1	0.9	0	1	1	-4
COc1ccc(OCC(=O)N/N=C/c2ccc(OC)c(OC)c2C(=O)O)cc1	-1.8	5	0	-6	0.95	-5	1.2	0	-21
CCn1c(CN2CCCCCC2=O)nnc1SCc1cnc(-c2ccccc2)s1	-0.4	5	-1	-5	0.95	1	0.77	-1	23
c1coc(CSc2ncnc3c2oc2ccccc23)c1	2.7	9	0	-8	0.91	6	0.99	3	0
Cc1[nH]nc2c1C1(CCC3(CC1)OCCO3)C(C#N)=C(N)O2	-1.5	-4	0	6	1	0	1.1	-2	-10
Cc1ccc(/C=N/NC(=O)c2cc(-c3ccc(C)o3)[nH]n2)cc1	3.8	13	-2	-8	0.87	34*	2.1*	-3	-107
COc1ccccc1OCC(=O)OCC(=O)Nc1ncc(Cl)cc1Cl	-2.5	1	-1	6	0.99	0	1.2	-2	-17
Cc1ccc(S(=O)(=O)NNC(=O)c2cc([N+](=O)[O-])c(C)c([N+](=O)[O-])c2)cc1	4.1	9	-1	3	0.91	-5	0.96	-1	4

Overlap with the part before: 5 entries; new compounds follow.
SMILES	MPTP block	mIAP inh	APOBEC3A inh	A3G deaminase	mIAP act	NR3A LBD binder	hIAP activ	MIN6 prolif	hIAP block
c1coc(CSc2ncnc3c2oc2ccccc23)c1	2.7	9	0	-8	0.91	6	0.99	3	0
Cc1[nH]nc2c1C1(CCC3(CC1)OCCO3)C(C#N)=C(N)O2	-1.5	-4	0	6	1	0	1.1	-2	-10
Cc1ccc(/C=N/NC(=O)c2cc(-c3ccc(C)o3)[nH]n2)cc1	3.8	13	-2	-8	0.87	34*	2.1*	-3	-107
COc1ccccc1OCC(=O)OCC(=O)Nc1ncc(Cl)cc1Cl	-2.5	1	-1	6	0.99	0	1.2	-2	-17
Cc1ccc(S(=O)(=O)NNC(=O)c2cc([N+](=O)[O-])c(C)c([N+](=O)[O-])c2)cc1	4.1	9	-1	3	0.91	-5	0.96	-1	4
CC(Sc1nc2ccccc2c(=O)n1CC1CCCO1)C(=O)NC(C)c1ccccc1 (stereo not given)	-0.2	3	0	-8	0.97	1	1	0	-5
COc1ccccc1OCc1ccc(C(=O)NN)cc1	7.1	-1	-2	-4	1	-3	1.2	-1	-20
Cc1ccccc1OCC(=O)NC(=S)Nc1ccc(N2CCOCC2)c(Cl)c1	1.4	9	-1	-2	0.91	-6	1.2	-1	-18
Cc1cc(C)c(C)c(S(=O)(=O)N2CCN(CC(=O)c3c(N)n(Cc4ccccc4)c(=O)n(C)c3=O)CC2)c1C	2.2	-14	-1	-3	1.1	-5	1	0	-5
O=C(COC(=O)CCSc1ccccc1Cl)Nc1ccc(F)cc1F	0.8	2	2	1	0.98	-12	0.96	-5	4
O=C(COc1ccc(F)cc1Cl)Nc1nc(-c2ccccn2)cs1	-0.2	8	-1	-10	0.92	nt	1.2	-7	-21
CCCCCCCNC(=O)C1(CC2CC(c3ccc(Cl)cc3)=NO2)CCN(C(=O)c2ccccc2)CC1 (stereo not given)	0.5	-57	-2	-3	1.6	-2	0.95	-7	5
CCC1CCCCN1C(=O)Cn1c(=O)n(CCC(=O)NCc2ccco2)c(=O)c2sccc21 (stereo not given)	0.6	5	-2	-7	0.95	2	0.87	3	13
COc1ccc(C#Cc2c(-c3ccc(OC)cc3)oc3ccc(-c4ccc(OC)cc4)cc23)cc1	0.1	7	-3	-4	0.93	-4	0.93	-2	7
CC(C)(C)n1ncc2c(=O)n(CC(=O)NCCc3ccccc3)cnc21	-0.1	-9	-12	0	1.1	-2	1.2	-2	-25
CC(C)C[C@H](NC(=O)c1[nH]cnc1C(=O)N[C@H](C)c1ccccc1)C(=O)OCc1ccccc1	-1.8	4	-2	-7	0.96	-16	1.3	-8	-29
COCCNC(=O)c1ccc2c(=O)n(CCCN3CCCC3=O)c(=S)[nH]c2c1	-0.2	7	-2	-5	0.93	0	1	-2	-3
CCN(CC)CCCNC(=O)c1nn(-c2ccc(OC)cc2OC)c(=O)c2ccccc12	-1.4	0	-2	-9	1	2	0.98	1	2
CC(C)(C)OC(=O)NCCCCCc1nnc(SCc2c(F)cccc2Cl)o1	7.2	0	-1	11	1	0	1.1	-3	-6
O=c1c2ccccc2nnn1CCN1CCOCC1	-0.3	3	1	-3	0.97	3	0.94	-1	6

With a hit mark in NR3A LBD binder (from the list above):
SMILES | MPTP block | mIAP inh | APOBEC3A inh | A3G deaminase | mIAP act | NR3A LBD binder | hIAP activ | hIAP block
Cc1ccc(/C=N/NC(=O)c2cc(-c3ccc(C)o3)[nH]n2)cc1 | 3.8 | 13 | -2 | -8 | 0.87 | 34* | 2.1* | -107

Later entries.
SMILES	MPTP block	mIAP inh	APOBEC3A inh	A3G deaminase	mIAP act	NR3A LBD binder	hIAP activ	MIN6 prolif	hIAP block
COc1ccc(-n2nc(C(=O)NCC(=O)NCCc3ccc(OC)c(OC)c3)c3ccccc3c2=O)cc1Cl	1.1	7	-5	2	0.93	1	1	0	-2
Cc1cnc(C(=O)OCC(=O)Nc2cc(Cl)cc(Cl)c2)cn1	0.9	-4	-3	-7	1	13*	1	0	-4
Nc1[nH]ncc1-c1ccccc1	0.2	1	-2	-3	0.99	-3	1	-2	-4
Cc1ccc2cc(C#N)c(SCC(=O)NCC3CCCO3)nc2c1 (stereo not given)	3.6	3	5	-2	0.97	0	0.81	1	19
O=C1/C(=C/c2cccnc2)SC(=S)N1c1ccc(O)cc1	1.0	14	-1	-5	0.86	2	1.5	-4	-47
O=C1CSC(c2ccccc2[N+](=O)[O-])N1CCc1ccccc1 (stereo not given)	2.7	16	1	-3	0.83	0	1	2	-4
Cc1ccc(NC(=O)CCC(=O)N/N=C/c2ccccc2O)cc1	0.3	5	-2	-4	0.95	-3	1.5	2	-53
Cc1csc(NC(=O)c2cc(=O)[nH]c3ccc(S(=O)(=O)N4CCOCC4)cc23)n1	-3.4	-9	-3	-3	1.1	-1	1.1	0	-8
Cc1ccc(NC(=O)CN(Cc2ccco2)Cc2ccccc2O)cc1C	4.2	-39	1	0	1.4	-11	1.5	-1	-51
COc1ccc(N2CCN(c3ncnc4sc(C(=O)NCC5CCCO5)c(C)c34)CC2)cc1 (stereo not given)	-0.8	-1	2	5	1	1	0.98	-1	2
Cc1ccc(C)c(NC(=S)N2CCCCCC2)c1	0.1	-4	-3	-6	1	2	1.1	1	-11
C/C(=N/NC(=O)c1nnn(-c2nonc2N)c1COc1ccccc1)c1ccccc1	1.3	11	2	5	0.89	2	1.1	-4	-10
O=C(Oc1ccccc1Cl)c1ccccc1P(=O)(O)O	-2.4	-1	2	-2	1	-3	0.88	0	12
COC(C/C=C/[C@@H](O)[C@@H](C)OCc1ccccc1)OC	-0.6	6	-3	-4	0.94	-2	1.1	0	-9
COc1ccccc1CC(=O)NCCc1c[nH]c2ccccc12	-1.7	0	-3	-6	1	-1	0.95	-1	5
C=CCNC(=O)c1onc(CSc2cccc(OC)c2)c1C(=O)NCC=C	0.2	-6	-2	-10	1.1	-3	1.1	-2	-6
C=C(C)CNC(=S)NNC(=O)c1ccc(Br)cc1	2.7	3	-5	-6	0.97	5	1.8	0	-77
CCOc1ccc(OCCC(=O)N(CC)CC(=O)NCc2cccs2)cc1	-0.7	0	2	-1	1	0	0.95	-3	5
COc1ccc(C2Nc3ccccc3NC3=C2C(=O)CC(C)(C)C3)cc1 (stereo not given)	-1.3	2	-1	-5	0.98	-1	1	-1	-2
O=C(COc1ccc2c(c1)CCC2)N1CCN(c2cccc(C(F)(F)F)c2)CC1	6.7	3	0	-6	0.97	-10	0.88	-5	12
O=C(Cc1c(Cl)cccc1Cl)OCC(=O)N1CCOCC1	-0.9	3	-5	-4	0.97	-1	0.94	-2	6
CCN1CCN(S(=O)(=O)c2ccc(Cl)c(C(=O)N(C)Cc3cccc(Cl)c3Cl)c2)CC1	-1.3	3	-2	-10	0.97	3	1.1	1	-10
CN=CC1=C(O)CC(C)(C)CC1=O	-3.0	-13	1	1	1.1	-3	1.1	-2	-10
CCCCN(C(=O)CSCc1c(C)noc1C)c1c(N)n(CCCC)c(=O)[nH]c1=O	-2.6	-1	-1	-7	1	-1	0.94	4	6
CCc1ccc(NC(=O)C2CCN(C(=O)N3CCOc4ccccc43)CC2)cc1	-1.5	-27	-4	-5	1.3	0	0.97	-3	3
COc1cc(NC(=O)c2c3c(nc4ccccc24)CCC3)cc(OC)c1	3.0	7	-2	-1	0.93	2	0.99	0	1
Cc1ccc(N2C(=O)[C@@H]3[C@H](C2=O)C2CCCN2[C@@H]3C(=O)c2ccccc2)cc1 (stereo not given in full)	-0.3	2	-6	-7	0.98	-2	0.93	3	7
CC(C)Oc1ccc(CCC(=O)N/N=C/c2ccc3c(c2)OCO3)cc1	0.6	-9	3	-1	1.1	0	1	-3	-2

Compounds were not picked by outcome; overall some 5% were active at least once.
